EBI2 antag – blocks human EBI2 receptor beta-arrestin signaling; EBI2 beta-arrestin recruitment, luminescence, 7a,25-OHC stimulated; 360,000 compounds, 0.81% hits; AID 651636; inhibition, % at 5 µM; in the data active means inhibition above about 38%;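 further: enzyme fragment complementation signal reports receptor beta-arrestin coupling in cells; 0% = agonist plus DMSO wells and 100% = wells without agonist; some results beyond the cut were filed as inactive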
Target sequence (P32249 whole entry, looked up, the tested form may be a part): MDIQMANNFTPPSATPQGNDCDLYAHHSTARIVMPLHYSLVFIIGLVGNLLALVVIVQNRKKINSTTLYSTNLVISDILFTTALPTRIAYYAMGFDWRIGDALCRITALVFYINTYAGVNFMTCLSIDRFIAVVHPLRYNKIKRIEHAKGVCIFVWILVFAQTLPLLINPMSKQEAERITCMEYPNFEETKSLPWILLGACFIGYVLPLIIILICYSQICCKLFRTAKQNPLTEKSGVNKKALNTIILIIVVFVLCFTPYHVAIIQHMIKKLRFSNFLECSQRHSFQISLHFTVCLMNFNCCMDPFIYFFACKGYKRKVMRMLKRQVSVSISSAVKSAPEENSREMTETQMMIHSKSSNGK
* marks the source's active call; other numbers are inactive results. Some of the compounds tested; rates above refer to the full screens.

SMILES	EBI2 antag
CCNC(=O)C1(C)CCN(C(=O)c2ccc(OC(F)F)cc2)C1 (stereo unspecified)	-13
O=C(Nc1ccc(C(=O)N2CCOCC2)cc1)c1ccccc1Cl	-2
CCCNC(=O)N[C@H]1C=C[C@H](CC(=O)OC)O[C@@H]1CO	-5
O=C(Nc1ccccc1Cl)Nc1ccnn1C1CCN(C(=O)C2CCOC2)CC1 (stereo unspecified)	-4
COCCNC(=S)Nc1ccc(N2CCOCC2)c(S(=O)(=O)Nc2ccc(Cl)cc2)c1	16
Cc1ccccc1NC(=O)Nc1nc(C(N)C2CCCCC2)cs1 (stereo unspecified)	-3
CCCNC(=O)C1(C)CCCN(Cc2ccc3ccccc3c2)C1 (stereo unspecified)	7
CC1=C(C(=O)N2CCOCC2)CC(CC(=O)NCC2CCCCC2)C(=O)N1Cc1ccc(C(C)(C)C)cc1 (stereo unspecified)	7
O=C(N/C(=C/c1ccc(F)cc1)C(=O)N1CCOCC1)c1ccco1	1
COc1cc2ccc(NC(C)=O)cc2cc1OC	6
CN(C)c1ccc(CN2CCC(C(=O)NC(c3ccc(F)cc3)c3ccc4ccccc4n3)CC2)cc1 (stereo unspecified)	7
CC(C)Nc1nc(Nc2ccc(C#N)cc2)c2sccc2n1	-3
CC1(C)CC(=O)C=C(c2ccc(Oc3ccccc3)cc2)C1=O	-14
Cc1cc(F)ccc1C(O)c1ncc(-c2cccc(F)c2)[nH]1 (stereo unspecified)	-7
OC(c1ccc(F)cc1)c1nc(-c2cncnc2)cs1 (stereo unspecified)	0
C[C@@H]1CN([C@@H](C)CO)S(=O)(=O)c2ccc(/C=C/c3ccccc3)cc2O[C@@H]1CN(C)Cc1ccc(C(=O)O)cc1	-32
O=C(Nc1ccc(F)c(Cl)c1)c1csc([C@@H]2C[C@H](O)[C@@H](CO)O2)n1	-2
COc1ccc(C2CCc3cc4c(cc3C2=NO)OCO4)cc1OC (stereo unspecified)	-4
COc1ccc(F)cc1-c1cc(NC=O)c2ncc(-c3cc(OC)c(OC)c(OC)c3)n2c1	8
CCNC(=O)C1CCCN(C(=O)c2cccc(C#N)c2)CC1 (stereo unspecified)	-3
COc1ccc(S(=O)(=O)NC(=O)C2(C)CCN2C(=O)CC2CCCC2)cc1 (stereo unspecified)	-8
C[C@H]1CN([C@@H](C)CO)C(=O)CCCn2nncc2CO[C@H]1CN(C)C(=O)c1ccncc1	-6
CC(=O)Nc1ccc(OCc2cn(CC(=O)c3ccc(O)cc3)nn2)cc1	21
C=CCOc1ccc(Cl)cc1-c1noc(-c2csc([C@H]3C[C@H](O)[C@@H](CO)O3)n2)n1	8
COC(=O)c1ccc(C(=O)OC)c(NC(=O)Cc2cccs2)c1	-6
COc1ccc(CN2C(=O)CSCC2(C)C(=O)Nc2c(C)cccc2C)cc1 (stereo unspecified)	-8
CC(=O)NC(C)(c1ccccc1)c1nc(-c2csc3ccccc23)cs1 (stereo unspecified)	22
CCCCn1nnnc1C(c1cc2ccccc2o1)N(C)Cc1ccc(Cl)cc1 (stereo unspecified)	17
CCC(C)CN1C(=O)CSCC1(C)C(=O)Nc1c(C)cccc1C (stereo unspecified)	0
CC(C)(C)N1CC(C(=O)Nc2ccc(C(N)=O)cc2)CC1=O (stereo unspecified)	1
CCc1nc2c(OCC(=O)C(C)(C)C)cccn2c1N(C)C(=O)c1ccco1	-13
CCOC1=C2[C@H](c3ccc(CC)cc3)N(S(=O)(=O)c3ccc(C)cc3)C[C@H]2n2c(=O)n(-c3ccccc3)c(=O)n2C1	0
COCCNC(=O)C1(C)CCCN(C(=O)c2ccc(C)c(F)c2)C1 (stereo unspecified)	-16
O=C(Nc1cc(C(F)(F)F)ccc1F)C1Cc2c(-c3ccccc3Oc3ccccc3)ccnc2O1 (stereo unspecified)	7
CN1C(=O)[C@H]2[C@@H](c3ccc(C(F)(F)F)cc3)N[C@]3(CCCN(Cc4ccc(Cl)cc4)C3=O)[C@H]2C1=O	12
COC(=O)C1(C)CCc2c(ccc3ccccc23)C1=O (stereo unspecified)	-2
COc1cc(NC(=O)c2ccc(-c3c(C)noc3C)c3ccoc23)cc(OC)c1OC	8
CC(C)(C)NC(=O)C1c2ccccc2OCC(=O)N1CC(F)(F)F (stereo unspecified)	-4
CCOc1ccc(CCN2C(=O)C(=O)N([C@@H](Cc3ccccc3)CN3CCC[C@H]3CN3C(=O)C(=O)NC[C@@H]3Cc3ccccc3)C[C@@H]2CC(C)C)cc1	-12
c1ccc(COc2ncnc3c2ncn3CCCNCc2cccs2)cc1	1

Brought forward from above: 5 compounds; new compounds follow.
SMILES	EBI2 antag
COC(=O)C1(C)CCc2c(ccc3ccccc23)C1=O (stereo unspecified)	-2
COc1cc(NC(=O)c2ccc(-c3c(C)noc3C)c3ccoc23)cc(OC)c1OC	8
CC(C)(C)NC(=O)C1c2ccccc2OCC(=O)N1CC(F)(F)F (stereo unspecified)	-4
CCOc1ccc(CCN2C(=O)C(=O)N([C@@H](Cc3ccccc3)CN3CCC[C@H]3CN3C(=O)C(=O)NC[C@@H]3Cc3ccccc3)C[C@@H]2CC(C)C)cc1	-12
c1ccc(COc2ncnc3c2ncn3CCCNCc2cccs2)cc1	1
Cc1cccnc1C(NC(=O)C1CCN(CCCc2ccccc2)CC1)c1ccc(Cl)cc1 (stereo unspecified)	1
Cc1c(N(C)S(=O)(=O)c2cccc(C(=O)NCc3cccnc3)c2)c(=O)n(-c2ccccc2)n1C	-1
Cc1cc(C)c(SSc2nnnn2-c2ccccc2)c(C)c1	2
NC(c1cccc(F)c1)c1nc(-c2ccc(Cl)cc2)cs1 (stereo unspecified)	0
Cc1ccc(CN2CC(N3CC=CC3)CS2(=O)=O)cc1 (stereo unspecified)	-4
CCCCN1C(=O)C(CC(=O)NCc2ccco2)CC(C(=O)N(C)C)=C1C (stereo unspecified)	-4
COc1ccc(OC)c(S(=O)(=O)NC(=O)C2(C)CCN2C(=O)Cc2ccccc2Cl)c1 (stereo unspecified)	-2
COc1ccc(S(=O)(=O)N2CCCCC2c2cc(C(=O)N3CCOCC3)no2)cc1 (stereo unspecified)	5
O=C(NCc1ccccc1Cl)c1ccc2sc([C@H]3C[C@H](O)[C@@H](CO)O3)nc2c1	3
COC(=O)c1ccc(NC(=O)CN2CCC(NC(=O)c3ccccc3F)CC2)cc1	-6
COc1ccc(Cc2nc3ccc(C(=O)N(C)Cc4nccn4C)cc3o2)cc1	-8
O=C1C(=Cc2ccccc2[N+](=O)[O-])Cc2ccccc21	-4
CC(=O)C[C@@H]1OC[C@H](CO)N1S(=O)(=O)c1ccc(C)cc1	3
CC(C)OC(=O)N(C)C[C@H]1OCc2cnnn2CCCC(=O)N([C@H](C)CO)C[C@@H]1C	-3
CC(C)C1C(=O)N(Cc2cn(CCC3OCCCO3)nn2)CCS(=O)(=O)N1Cc1ccc(-c2ccncc2)cc1 (stereo unspecified)	-3
CSc1ncnc2c1ncn2CCCNCC(c1ccccc1)c1ccccc1	11
CN(C)CC(=O)N[C@@H]1C=C[C@@H](CC(=O)NCCN2CCCCC2)O[C@@H]1CO	-5
CCCCCNC(=O)C(c1cc2ccccc2o1)n1c(=O)c(-c2cc3ccccc3[nH]2)nc2ccccc21 (stereo unspecified)	-20
O=C(Nc1ccc2ccccc2c1)C(c1ccccc1F)n1c(=O)c(-c2cc3ccccc3[nH]2)nc2ccccc21 (stereo unspecified)	-10
CC1(C(=O)Nc2ccc3nc[nH]c3c2)CCN1C(=O)c1ccccc1CCc1ccccc1 (stereo unspecified)	28
COC(=O)C1(C)CCCC2(C)C1CCC13OCC(CC21)C(O)(C(C)C)C3O (stereo unspecified)	0
COc1cc(CNC(=O)c2cc(-c3ccc(F)cc3C)n[nH]2)cc(OC)c1	6
Cc1noc(C)c1-c1ccc(C(=O)NCc2ccco2)c2occc12	-36
CC(C)(C)OC(=O)NCCCCCNC(=O)c1[nH]cnc1C(=O)Nc1cc(Br)ccc1F	-31
CC(=O)Nc1ccc(C(=O)N2CCCCC2c2cc(C(=O)NCc3ccc(F)cc3)no2)cc1 (stereo unspecified)	5
Cc1ccc2nc(C(C)(C)C)c(Cc3ccccc3C(F)(F)F)n2c1	5
CC1CC(C)(C)CC2(C1)NC(=O)N(CC(=O)Nc1ccc3c(c1)OCO3)C2=O (stereo unspecified)	-1
Cc1ccc(C(O)c2ncc(-c3cccc(C(F)(F)F)c3)[nH]2)c(C)c1 (stereo unspecified)	-6
O=C(NCc1ccccc1)C(CCc1ccccc1)n1c(=O)c(-c2cc3ccccc3[nH]2)nc2ccccc21 (stereo unspecified)	1
COc1ccc2cc(/C(C)=N/NC(=O)c3cc(C)oc3C)ccc2c1	-7
CN(C)CCCNc1nc2cc(-c3cnn(C)c3)sc2c(=O)n1C	-2
CCCc1nc2c3ccccc3ccn2c1CC1CCCCC1	13
CC(C)CCNC(=O)C1(C)CCN1Cc1ccc(-c2ccccn2)cc1 (stereo unspecified)	-50
CCCCCCN1C[C@H](n2cc(COC(=O)c3ccccc3)nn2)[C@@H](O)C[C@@H]1c1ccc(C)cc1	11
O=C(C[C@H]1C[C@@H]2c3cc(NC(=O)c4ccc5c(c4)OCO5)ccc3O[C@@H]2[C@H](CO)O1)NCc1cc(F)ccc1F	-2
Cc1cccc(NC(=O)COC(=O)CN2C(=O)c3ccccc3C2=O)c1C	2
CC1(C(=O)NS(=O)(=O)c2ccccc2Cl)CCN1C(=O)Cc1ccccc1 (stereo unspecified)	-13
NC(=O)c1ccc(Nc2nc(C(N)c3ccccc3Cl)cs2)cc1 (stereo unspecified)	1
O=C(CN1C(=O)NC2(CCc3ccccc32)C1=O)Nc1ccc(Cl)cc1F (stereo unspecified)	-1
O=C(CC1CC1)Nc1ccc2c(c1)[C@H]1C[C@H](CC(=O)N3CCc4ccccc4C3)O[C@@H](CO)[C@H]1O2	-2

4 compounds already listed, arranged by formula weight, lowest first.
SMILES	EBI2 antag
Cc1cccc(NC(=O)COC(=O)CN2C(=O)c3ccccc3C2=O)c1C	2
O=C(CN1C(=O)NC2(CCc3ccccc32)C1=O)Nc1ccc(Cl)cc1F (stereo unspecified)	-1
O=C(CC1CC1)Nc1ccc2c(c1)[C@H]1C[C@H](CC(=O)N3CCc4ccccc4C3)O[C@@H](CO)[C@H]1O2	-2
O=C(C[C@H]1C[C@@H]2c3cc(NC(=O)c4ccc5c(c4)OCO5)ccc3O[C@@H]2[C@H](CO)O1)NCc1cc(F)ccc1F	-2

Later entries.
SMILES	EBI2 antag
Clc1cccc(CNc2ccn3nc(-c4ccccc4)cc3n2)c1	14
COc1ccc(NC(=O)COC(=O)C2CCCN2C(=O)OC(C)(C)C)cc1Cl (stereo unspecified)	-10
CC(C)S(=O)(=O)N1CCCC(c2cc(C(=O)NCc3ccccc3)no2)C1 (stereo unspecified)	2
O=C(Nc1cccc(Cl)c1)c1nc[nH]c1C(=O)Nc1ccccc1F	-61
CCCCNC(=O)C1(C)CCN1Cc1ccc(C#N)cc1 (stereo unspecified)	5
N#Cc1ccc(NN=Nc2ccccc2C#N)cc1	-35
c1ccc(-c2csc(Nc3ccc4c(c3)OCO4)n2)cc1	44*
O=C1NN=C2CCCCCCCCCCC12 (stereo unspecified)	-6
CCCS(=O)(=O)NC(=O)C1(C)CCCN(C(=O)c2ccc(F)cc2Cl)C1 (stereo unspecified)	1
CCN(C(=S)Nc1cccc2ccccc12)c1ccccc1	-11
CC(C)c1c(C(=O)Nc2ccccc2)c(-c2ccccc2)c(-c2ccc(F)cc2)n1CC[C@@H](O)C[C@@H](O)CC(=O)O	10
CCOC1CCCc2oc(-c3ccc(OC)cc3)c(C(=O)NCCCCO)c21 (stereo unspecified)	-1
CSCCC(c1nc2ccccc2[nH]1)n1c(C)nc2ccccc21 (stereo unspecified)	-8
COc1ccc(-c2nc3c(C)cc(Br)cn3c2Cc2ccccc2)cc1OC	19
Cc1n[nH]c(=O)n(N=Cc2c[nH]c3ccccc23)c1=O	-13
CNc1cccc(-c2ccccc2CO)n1	-2
COc1cccc(-c2cccc(-c3nc(C(=O)NCc4ccc(Oc5ccccc5)cc4)cc4c3[C@H](CCO)N(S(=O)C(C)(C)C)C4)c2)c1 (stereo partly specified)	-17
O=C1NC[C@H](CCCCN2C[C@H](Cc3ccccc3)N(Cc3ccccc3)C(=O)C2=O)N(CCc2ccc(O)cc2)C1=O	6
CC(C)Oc1ccc(S(=O)(=O)N2CCOCC2)cc1NC(=O)CSC(=S)N1CCCC1	5
O=C(O)C1=CCC(c2ccc(Cl)c(Cl)c2)N(S(=O)(=O)c2ccc(F)cc2)C1c1cccc(F)c1 (stereo unspecified)	4
CCCCNc1nc(NCc2ccccc2)nc2ccccc12	-1
C[C@H](O)[C@@H]1C(=O)N2CCc3ccc(N4CCN(C)CC4)cc3[C@@H]2C[C@@H]1N(C)C(=O)c1cccnc1	-3
CC(C)(C)c1nc2ccc(Cl)cn2c1CC1CCCCC1	-18
O=C(N[C@@H]1CC[C@@H](CCNS(=O)(=O)c2ccc(Cl)cc2)O[C@@H]1CO)c1cccnc1	-7
Cc1ccc(S(=O)(=O)N2C[C@]3(O)C[C@@H]4C(=O)N(c5ccccc5)C(=O)[C@@H]4C[C@]3(OC(=O)NC3CC3)C2)cc1	4
COc1ccc(-c2ccc(CN3C(C)C(=O)N(Cc4cn(Cc5ccco5)nn4)CCS3(=O)=O)cc2)cc1 (stereo unspecified)	15
CC(=O)Nc1ccc(NC(=O)C2Cc3c(-c4cccc(F)c4)ccnc3O2)cc1 (stereo unspecified)	0
Fc1cccc(Cc2c(-c3ccco3)nc3c(Cl)cc(C(F)(F)F)cn23)c1	23
CCOC(=O)N(C)C[C@@H]1OCc2cnnn2CCCC(=O)N([C@H](C)CO)C[C@H]1C	-6
Cc1cccc(C)c1NC(=O)C1c2ccccc2OCC(=O)N1Cc1cccnc1 (stereo unspecified)	-1

Compound activity deposited in PubChem by Sanford-Burnham Center for Chemical Genomics.
